# E-sel inducer: E-selectin induction on HUVECs | P16581 | HUVEC E-selectin immunofluorescence imaging; normalized: neutral wells 0, TNF-alpha wells 100 | activation, % at 7.58 µM | hit rate 0.37% among 260,000;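 active = mean E-selectin-positive cell signal at least 10% of the positive control, reached in at least 60% of replicates, without over 20% cell loss; inconclusive = no rule given, readout overlaps actives, possibly toxicity-flagged; inactive = the rest, including those meeting only one limit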;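 note: in these data hits start at about 27%; measured in HUVEC primary endothelial cells; signal is the percent of cells scored E-selectin positive by PE staining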
# Target sequence (P16581 whole entry, looked up): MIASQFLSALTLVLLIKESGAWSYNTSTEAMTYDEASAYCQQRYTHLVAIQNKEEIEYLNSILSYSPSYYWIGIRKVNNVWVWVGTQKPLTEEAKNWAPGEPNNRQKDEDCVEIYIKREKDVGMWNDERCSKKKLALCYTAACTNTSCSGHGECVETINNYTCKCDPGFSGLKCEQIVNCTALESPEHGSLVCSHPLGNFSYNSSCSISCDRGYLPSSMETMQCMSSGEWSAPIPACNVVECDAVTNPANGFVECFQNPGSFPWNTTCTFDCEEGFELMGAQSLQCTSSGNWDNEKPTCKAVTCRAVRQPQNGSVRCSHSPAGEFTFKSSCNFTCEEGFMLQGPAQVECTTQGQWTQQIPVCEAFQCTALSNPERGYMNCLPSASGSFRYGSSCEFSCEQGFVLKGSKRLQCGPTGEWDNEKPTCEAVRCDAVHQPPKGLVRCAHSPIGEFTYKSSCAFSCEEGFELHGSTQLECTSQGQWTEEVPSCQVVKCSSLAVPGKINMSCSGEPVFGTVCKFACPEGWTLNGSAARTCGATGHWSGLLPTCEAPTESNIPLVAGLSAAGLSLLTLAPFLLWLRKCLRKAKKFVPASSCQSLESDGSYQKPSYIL
#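 Test system: HUVEC | Signal: Immunofluorescence imaging | Read-out: Percent E-selectin-positive cells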
# esBAF inh: blocks esBAF chromatin remodeling in mouse ES cells. Bmi1-luciferase knock-in reporter, 24 h; 100% = twice the neutral-well signal. reporter increase, % at 12.5 µM. hit rate 2% among 350,000; in the data active = activation above about 40%; inconclusive = no clear call, values can overlap the other calls;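 note: 0% = median of the plate's neutral control wells and 100% = double that signal; a rise in the Bmi1 reporter signal indicates esBAF inhibition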
# ERAP1 HTS inh: ERAP1 (human) enzyme inhibition. Q9NZ08. recombinant ERAP1, Leu-AMC fluorescence, 60 min. inhibition, % at 10.7 µM. hit rate 0.15% among 340,000. AID 652197;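 active = mean replicate inhibition of at least 30%, or all replicates individually reaching that 30% level; inactive = mean below 30% and not every replicate reaching it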;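 note: 0% = neutral control wells and 100% = L-leucinethiol positive control wells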
# ERp5 block: inhibitors of human ERp5; ERp5 insulin aggregation, absorbance 650 nm, 90 min; inhibition, % at 9.99 µM; Q15084; hit rate 0.05% among 350,000;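 active = mean replicate inhibition above about 25%, with every replicate also reaching it, limit read from the data, passing the limit was not always enough; inconclusive = only one of those two criteria met; inactive = neither criterion met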
# S100A4 inh HTS: inhibitors of human S100A4 binding to myosin IIA peptide | P26447 | S100A4/TAMRA-MyoIIA peptide fluorescence polarization | inhibition, % at 10.7 µM | hit rate 0.14% among 360,000 | AID 652163;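 active = mean inhibition of at least 70% across replicates, with every replicate also reaching that level; inconclusive = mean inhibition reaches 70% but some replicates fall short; inactive = mean inhibition below 70%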
#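 Material: S100A4 monomer protein | Medium: HEPES pH 7.2 with CaCl2, KCl, NaCl, DTT, Triton | Reagent: Labelled myosin peptide probe, 5 nM | Doses: One dose per compound | Times: 5 min incubation before reading | Benchmarks: Neutral control DMSO, positive control TFP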
# Xi reactivation: reactivates the inactive X chromosome in mouse fibroblasts; XiGFP mouse fibroblasts, % GFP-positive cells imaging, 3 d; cells co-treated with 5-aza-dC sensitizer; scaled so ellipticine positive control = 100%; hit rate 0.055% among 360,000; AID 743238; activation, % at 7.58 µM;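 active = mean normalized replicate activation at least 10% and every replicate at or above 10%; inconclusive = only one of the two criteria met; inactive = mean below 10% and not all replicates reach 10%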;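 note: 0% = median of on-plate neutral control wells and 100% = ellipticine 6 µM median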
#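 System: 68-5-11 XiGFP fibroblast line | Buffer or medium: DMEM containing 5-aza-dC | Compound: Single point | Times: Compounds 3 days, fix/stain 15 min at room temperature | Benchmarks: Positive control ellipticine, 6 µM final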
# RAD52 inh: inhibitors of human RAD52 DNA annealing; P43351; recombinant RAD52 DNA annealing, FRET fluorescence; AID 651710; inhibition, % at 18.7 µM; hit rate 0.46% among 360,000;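 active = every replicate showing at least 50% inhibition; inconclusive = mean inhibition at least 50% but not in every replicate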
# Target sequence (P43351 whole entry, looked up): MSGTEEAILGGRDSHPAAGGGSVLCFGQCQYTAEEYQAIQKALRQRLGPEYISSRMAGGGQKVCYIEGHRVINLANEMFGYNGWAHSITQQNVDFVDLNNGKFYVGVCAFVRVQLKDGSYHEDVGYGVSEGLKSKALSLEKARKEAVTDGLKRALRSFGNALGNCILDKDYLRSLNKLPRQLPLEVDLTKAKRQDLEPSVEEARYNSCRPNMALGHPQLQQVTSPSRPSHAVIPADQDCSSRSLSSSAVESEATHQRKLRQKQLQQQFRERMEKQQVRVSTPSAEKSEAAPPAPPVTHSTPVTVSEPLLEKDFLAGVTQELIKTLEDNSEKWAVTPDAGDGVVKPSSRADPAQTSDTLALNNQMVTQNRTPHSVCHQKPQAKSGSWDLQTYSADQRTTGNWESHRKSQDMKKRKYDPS
# RAD54 branch: inhibitors of human RAD54 branch migration; inhibition, % at 10.4 µM; hit rate 0.14% among 360,000; Q92698; RAD54 Holliday junction branch migration, FAM/BHQ fluorescence; AID 602329;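 active = mean normalized replicate activity at least 40 and at least half of replicates scoring 40 or more; inconclusive = only one of the two criteria met; inactive = mean below 40 and under half of replicates reaching 40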;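 note: 0% = median of neutral control wells and 100% = median of positive control wells; inhibitors cause a drop in the FAM fluorescence signal; in these data hits start at about 50%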
# Active calls of the source: *; ? = inconclusive; nt = no result given.
entry	mol	E-sel inducer	esBAF inh	ERAP1 HTS inh	ERp5 block	S100A4 inh HTS	Xi reactivation	RAD52 inh	RAD54 branch
1	N#C[C@H]1[C@@H](c2ccc(C#CCC3CCCC3)cc2)[C@@H](CO)N1C(=O)c1ccccn1	0.7	9	0	2	-8	0.4	-28	-9
2	C[C@@H]1CCCCO[C@H](CN(C)S(=O)(=O)c2ccc(Cl)cc2)[C@H](C)CN([C@@H](C)CO)C(=O)c2cc(NS(=O)(=O)c3cccs3)ccc2O1	0.2	1	-1	-4	7	0.0	-1	7
3	Cc1ccc(-n2nc(C)c3c(C)c(CCC(=O)NCc4ccccc4)c(C)nc32)cc1	0.0	1	7	-2	-8	0.1	-3	0
4	CS(=O)(=O)Nc1cccc(NC(=O)C2Cc3c(-c4ccccc4)ccnc3O2)c1 (centres undefined)	1.0	-40	-5	8	6	0.2	-4	9
5	O=C(CCc1c[nH]c2ccccc12)NCCc1ccc(Cl)cc1	0.1	-4	-7	5	-4	0.0	-20	0
6	Cc1ccc(S(=O)(=O)N2CCCCC2)cc1NC(=O)COc1ccccc1	-0.1	nt	0	-2	-6	0.3	-6	0
7	O=C(Nc1ccccc1Cl)NC1CCCCCCC1	-0.1	59*	2	-1	5	0.0	-7	3
8	CCOc1ccc(-n2ccnc(SCC(=O)Nc3cccc(OC)c3)c2=O)cc1	0.1	7	3	1	-5	0.0	-9	-5
9	CNC(=S)NNc1nc(N2CCOCC2)nc(N2CCOCC2)n1	nt	-6	-3	2	20	0.0	4	1
10	COc1ccc(C)cc1NC(=O)CCC(=O)Nc1nnc(C2CCCCC2)s1	nt	5	1	7	-1	0.0	-12	-4
11	NC(N)=Nc1nc(-c2ccccc2)c2cc(Cl)ccc2n1	2.1	-9	0	7	4	-0.1	85*	59*
12	Cc1noc(C)c1S(=O)(=O)N(C)C[C@@H]1Oc2ccc(NS(=O)(=O)c3ccc(F)cc3)cc2CC(=O)N([C@H](C)CO)C[C@@H]1C	-0.3	0	-8	7	6	-0.4	12	nt

# 4 entries from above, in transposed form.
(9) CNC(=S)NNc1nc(N2CCOCC2)nc(N2CCOCC2)n1
(2) C[C@@H]1CCCCO[C@H](CN(C)S(=O)(=O)c2ccc(Cl)cc2)[C@H](C)CN([C@@H](C)CO)C(=O)c2cc(NS(=O)(=O)c3cccs3)ccc2O1
(8) CCOc1ccc(-n2ccnc(SCC(=O)Nc3cccc(OC)c3)c2=O)cc1
(7) O=C(Nc1ccccc1Cl)NC1CCCCCCC1
screen / no.	9	2	8	7
E-sel inducer	nt	0.2	0.1	-0.1
esBAF inh	-6	1	7	59*
ERAP1 HTS inh	-3	-1	3	2
ERp5 block	2	-4	1	-1
S100A4 inh HTS	20	7	-5	5
Xi reactivation	0.0	0.0	0.0	0.0
RAD52 inh	4	-1	-9	-7
RAD54 branch	1	7	-5	3

# (more compounds)
entry	mol	E-sel inducer	esBAF inh	ERAP1 HTS inh	ERp5 block	S100A4 inh HTS	Xi reactivation	RAD52 inh	RAD54 branch
13	O=S(=O)(CCN1CCOCC1)c1ccc(OC(F)(F)F)cc1	0.5	-7	2	-3	-1	0.0	1	4
14	CCN(C[C@H]1N[C@@](C)(C(=O)OC)[C@H]2C(=O)N(Cc3ccccc3)C(=O)[C@@H]12)C(=O)COC	8.3	-5	nt	-2	-3	-0.1	-10	-14
15	COc1ccc2c3c(n(C)c2c1)[C@H](CO)N(C(=O)Nc1c(C)noc1C)CC31CCN(CC2CC2)CC1	-0.3	nt	2	-4	11	0.3	6	nt
16	O=C(CCS(=O)(=O)c1ccccc1)Nc1ccc(Cl)cn1	0.0	nt	-6	2	-12	0.0	-12	3
17	Cc1cc(=O)oc2cc(OCC(=O)N3CCCC3)c(Cl)cc12	nt	-5	-4	5	-7	0.0	-11	-2
18	CC(=O)c1cccc(NC(=S)NC(=O)c2ccc(Cl)cc2)c1	-0.1	nt	4	-3	-3	0.0	-15	nt
19	Cc1noc(C)c1NC(=O)N(C)C[C@@H]1OCCCC[C@H](C)Oc2ccc(NC(=O)c3ccncc3)cc2C(=O)N([C@H](C)CO)C[C@H]1C	0.0	-5	-2	7	-15	-1.1	-21	-7
20	COc1ccc(/C=C(\C#N)C(=O)NCc2cccnc2)cc1OC	0.0	nt	63*	11	-2	0.0	-21	nt
21	CCC1CN(C(=O)N2CCC(C(=O)NCc3ccc(C)o3)CC2)c2ccccc2O1 (centres undefined)	1.5	-10	0	1	0	0.1	-11	1
22	O=C(N/N=C/c1ccc([N+](=O)[O-])o1)c1sc2ccccc2c1Cl	-0.1	nt	nt	1	2	-0.2	-38	nt
23	CCOc1ccccc1C1CC(=O)Nc2cc(OC)c(OC)cc21 (centres undefined)	0.1	-6	-3	1	-15	0.1	-11	2
24	C[C@H]1CN([C@@H](C)CO)C(=O)c2cc(C3=CCCC3)cnc2O[C@@H]1CN(C)C(=O)C1CCCCC1	0.8	-2	6	1	4	-0.4	7	-2
25	COCC(=O)Nc1ccc2c(c1)C(=O)N(C)C[C@H](OC)[C@@H](C)CN(CC1CC1)[C@@H](C)CO2	-0.2	-1	-2	-1	-4	-0.5	5	-3
26	O=C(N/N=C/c1c(O)ccc2ccccc12)c1ccc[n+](CCO)c1	19	nt	12	1	-2	0.0	40	nt
27	O=S(=O)(Cc1ccccc1)NCC[C@@H]1CC[C@@H](NS(=O)(=O)c2ccc(F)cc2)[C@@H](CO)O1	-0.4	13	0	3	6	-0.1	-3	-4
28	CC(=O)c1ccc(OCc2cc(C(=O)NCCN3CCCC(O)C3)no2)cc1 (centres undefined)	8.2	3	4	18	0	0.1	-17	0
29	Cc1noc(C)c1S(=O)(=O)N(C)C[C@H]1OCCCC[C@H](C)Oc2ccc(NC(=O)Nc3ccc(C(F)(F)F)cc3)cc2C(=O)N([C@H](C)CO)C[C@H]1C	0.2	2	0	-4	-1	-0.1	37	16
30	CC(C)c1cn(CC[C@@H]2CC[C@H](NC(=O)C3CCOCC3)[C@@H](CO)O2)nn1	0.1	nt	-1	1	3	-0.4	1	nt
31	O=C1C2CCCCN2C(=O)N1CCCN1CCN(c2cccc(C(F)(F)F)c2)CC1 (centres undefined)	nt	-6	-3	-1	4	0.0	7	-5
32	C[C@@H]1CN([C@@H](C)CO)C(=O)c2cc(NS(=O)(=O)c3cn(C)cn3)ccc2O[C@@H](C)CCCCO[C@H]1CN(C)C(=O)Nc1ccc(F)cc1	-0.1	8	-1	-4	0	0.0	12	-1
33	Cc1nc(N)sc1C(=O)N1N=N1	nt	0	nt	-1	-5	0.1	-18	-2
34	O=C(/C=C/c1ccco1)Nc1ccccc1C(=O)O	-0.2	?	-2	16	-15	0.0	-49	-1
35	CO[C@H]1CN(C)C(=O)c2ccc(NC(=O)C3CCCCC3)cc2OC[C@H](C)N(Cc2cccnc2)C[C@@H]1C	-0.1	nt	-7	-4	-6	0.1	2	nt
36	COc1ccc(S(=O)(=O)N2CCC(C(=O)NCc3cccs3)CC2)cc1	nt	3	2	1	2	0.1	-12	-2

# An excerpt of these results, with two lines to a compound:
# The line under a structure holds: E-sel inducer, esBAF inh, ERAP1 HTS inh, ERp5 block, S100A4 inh HTS, Xi reactivation, RAD52 inh, RAD54 branch
(27) O=S(=O)(Cc1ccccc1)NCC[C@@H]1CC[C@@H](NS(=O)(=O)c2ccc(F)cc2)[C@@H](CO)O1
  -0.4, 13, 0, 3, 6, -0.1, -3, -4
(30) CC(C)c1cn(CC[C@@H]2CC[C@H](NC(=O)C3CCOCC3)[C@@H](CO)O2)nn1
  0.1, nt, -1, 1, 3, -0.4, 1, nt

# The results go on.
entry	mol	E-sel inducer	esBAF inh	ERAP1 HTS inh	ERp5 block	S100A4 inh HTS	Xi reactivation	RAD52 inh	RAD54 branch
37	Cc1ccc(NC(=O)c2ccc(OCC3CCCO3)cc2)cc1 (centres undefined)	-1.0	nt	-1	0	-4	0.0	5	-6
38	CCCNC(=O)Nc1ccc2c(c1)OC[C@H](C)N(Cc1ccncc1)C[C@H](C)[C@H](OC)CN(C)C2=O	0.4	nt	-1	12	-45	0.7	-1	nt
39	CC(C)C(N)c1csc(Nc2ccc(S(C)(=O)=O)cc2)n1 (centres undefined)	-0.2	-4	-3	6	1	0.0	-5	8
40	O=C(/C=C/Nc1ccc([N+](=O)[O-])cc1)c1ccc(Br)cc1	nt	nt	3	-2	-3	0.1	-261	-9
41	C=CCn1cccc(C(=O)Nc2ccc(C)cc2)c1=O	nt	39	-3	3	-3	0.2	-7	-7
42	CC1=NN(Cc2c(C)nn(Cc3ccccc3)c2C)C(C)(C)C1	-0.1	2	-3	0	6	0.0	-5	-10
43	CNC[C@@H]1Oc2ccc(NS(=O)(=O)c3ccc(C)cc3)cc2C(=O)N([C@@H](C)CO)C[C@H]1C	-0.6	-4	-1	3	2	0.2	11	2
44	Nc1c(N(Cc2ccccc2)C(=O)COc2ccc(F)cc2Cl)c(=O)[nH]c(=O)n1Cc1ccccc1	nt	-2	4	-4	0	0.3	-10	7
45	O=C(N/N=C/c1ccc([N+](=O)[O-])cc1)c1cc(-c2ccc3c(c2)OCO3)n[nH]1	nt	nt	-1	nt	2	0.0	-11	nt
46	C=CCNC(=S)Nc1sc2c(c1C#N)CCCC2	nt	6	-6	-3	-2	0.2	-45	-1
47	NS(=O)(=O)c1ccc(N=Nc2c(=O)[nH]n3c(=O)c4c([nH]c23)CCCC4)cc1	-0.5	-6	9	0	-2	0.0	3	9
48	CCO[C@@H]1OC(C(=O)N2CCN(Cc3ccccc3)CC2)=C[C@H](c2ccc(Br)cc2)[C@H]1CCCO	0.0	-1	nt	nt	nt	0.0	nt	4
49	CNC(=O)C[C@H]1CC[C@H]2[C@@H](COC[C@@H](O)CN2C(=O)Nc2ccc(Cl)c(Cl)c2)O1	-0.1	1	-1	1	-6	0.1	-21	8
50	Cc1csc(SCC(=O)NC(C)c2ccccc2)n1 (centres undefined)	nt	nt	15	-1	2	-0.2	-7	nt
51	CN(C)Cc1cn(CC[C@H]2CC[C@@H](NC(=O)Cc3cccnc3)[C@H](CO)O2)nn1	0.0	0	4	-1	-2	0.1	9	1
52	C[C@@H]1CN([C@H](C)CO)C(=O)Cc2cc(NC(=O)Cn3cnnn3)ccc2O[C@H]1CN(C)Cc1ccncc1	-1.4	6	0	1	17	0.1	-43	-1
53	c1ccc2c(c1)Nc1cc3ccccc3cc1S2	9.1	nt	3	-6	1	0.0	-14	nt
54	Cc1noc(C)c1NC(=O)N(C)C[C@@H]1Oc2ccc(NC(=O)CCCCCC(=O)Nc3ccccc3N)cc2CC(=O)N([C@@H](C)CO)C[C@@H]1C	-0.1	-4	-1	-6	-19	-0.5	-2	-13
55	CC(C)c1c(C(=O)N/N=C/C=C/c2ccccc2)nnn1-c1nonc1N	nt	-11	0	1	-5	0.0	4	0
56	CCOc1ccccc1N1CCN(C(=O)CSc2ccc3c(c2)OCCO3)CC1	79*	1	0	1	-2	0.1	-17	9
57	COC(=O)C1=C(C)N(Cc2ccccc2C(F)(F)F)C(=NCc2ccc(OC)cc2)NC1c1cccc(Cl)c1 (centres undefined)	0.0	nt	1	2	0	0.3	-5	nt
58	COCCOC(=O)CSc1ncccc1-c1nc2cc(C)c(C)cc2[nH]1	nt	22	2	?	3	0.1	-30	1

# Screening results deposited in PubChem BioAssay by Broad Institute.
